# GAA inh: qHTS Assay for Inhibitors of Human alpha-Glucosidase as a Potential Chaperone Treatment of Pompe Disease; Lysosomal alpha-glucosidase (Homo sapiens), P10253; purified human GAA, 4-MU-alpha-glucoside fluorescence; Potency, µM (titrated, usually from 76.9 µM), inactives show top-dose activity change, negative = inhibition, most hits filed as inhibitors; 200,000 compounds, 0.005% hits; AID 1466, 2008;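 also: plate controls were uninhibited enzyme wells for no effect and no-enzyme background for full effect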
#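 Fluorescence at Ex 365/Em 440 nm from 4-methylumbelliferone reported enzyme activity after 20 min at room temperature. Reactions used 4 nM enzyme and 400 uM substrate at pH 5.0; curves fitted with the Hill equation.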
# Tau fibril FP: qHTS for Inhibitors of Tau Fibril Formation, Fluorescence Polarization. Microtubule-associated protein tau (Homo sapiens), P10636. K18 P301L tau heparin fibrillization, Alexa594 FP, 6 h. Potency, µM (series often up to 57.7 µM), for the others: at the highest dose activity, negative = inhibition, hits mostly inhibitors. 280,000 compounds, 0.39% hits. AID 1468, 2008; also: % is scaled to controls: 0 for no effect and ±100 for the full control effect; nearly all actives have a fitted effect of over 55% in size
# Target sequence (P10636 561-689 P618L limits assumed): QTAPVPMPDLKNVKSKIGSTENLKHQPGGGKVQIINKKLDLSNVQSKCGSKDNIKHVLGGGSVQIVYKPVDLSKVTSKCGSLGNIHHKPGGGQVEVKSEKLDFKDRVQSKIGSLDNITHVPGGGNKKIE
#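 Recombinant K18 P301L […], labeled with Alexa 594 at 0.24 uM over 15 uM unlabeled; heparin inducer 20 uM final; 37 C, 6 hr; FP endpoint.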
# HTT cytoprotect: qHTS Multiplex Assay to Identify Dual Action Probes in a Cell Model of Huntington: Cytoprotection (ATP) | PC12 HTT-Q103 induced, cytoprotection, ATP luminescence, 40 h | Potency, µM (series often up to 56.4 µM), without a hit: cytoprotection (ATP increase), hits mostly activators | 230,000 compounds, 0.14% hits | AID 1471, 2008;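 also: % of control where 0% means no effect; nearly all actives have a fitted effect of over 45% in size; toxic huntingtin expression switched on by the ecdysone agonist tebufenozide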
#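 PC12 cells stably carrying ecdysone-inducible Htt exon 1 (Q103)–GFP were induced with 100 nM tebufenozide (final) alongside library compounds in a dose series. Cytoprotection was scored as retained ATP by ATPlite luminescence.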
# aGal spleen mod: qHTS Assay for Inhibitors and Activators of Human alpha-Galactosidase From Spleen Homogenate; 240,000 compounds, 0.008% hits; human spleen homogenate, 4MU-alpha-Gal fluorescence, 40 min; Alpha-galactosidase A (Homo sapiens), P06280; Potency, µM (series often up to 80 µM), for inactives: at the top dose activity change, negative = inhibition, most hits filed as inhibitors;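 also: 0% = enzyme with vehicle and -100% = no enzyme basal signal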
# Target sequence (P06280 32-429 limits assumed): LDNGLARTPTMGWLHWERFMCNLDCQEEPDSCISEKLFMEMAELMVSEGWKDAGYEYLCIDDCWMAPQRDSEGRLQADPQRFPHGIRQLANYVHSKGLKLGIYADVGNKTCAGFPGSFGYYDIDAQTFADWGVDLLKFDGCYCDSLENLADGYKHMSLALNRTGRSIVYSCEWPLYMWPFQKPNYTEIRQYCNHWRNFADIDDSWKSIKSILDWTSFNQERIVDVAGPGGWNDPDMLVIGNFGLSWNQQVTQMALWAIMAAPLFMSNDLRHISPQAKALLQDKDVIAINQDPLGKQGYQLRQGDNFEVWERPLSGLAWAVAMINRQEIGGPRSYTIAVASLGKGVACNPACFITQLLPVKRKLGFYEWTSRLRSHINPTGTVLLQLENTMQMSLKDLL
#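 qHTS titration in buffer at pH 5.0. Alpha-galactosidase activity in spleen homogenate was measured via 4-methylumbelliferone release from 1 mM fluorogenic substrate after 40 min at 37C and a pH 10 stop. AC50 came from Hill fits of control-normalized data.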
# GAA spleen mod: qHTS Assay for Inhibitors and Activators of Human alpha-Glucosidase From Spleen Homogenate; 240,000 compounds, 0.006% hits; AID 2112, 2009; human spleen homogenate, 4-MU-alpha-glucoside fluorescence; Potency, µM (series often up to 79.9 µM), for the others: top-dose activity change, negative = inhibition, most hits filed as inhibitors;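 also: 0% = enzyme with vehicle and -100% = no enzyme basal signal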
#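 Enzyme source: human spleen homogenate, 1 ug/well. Buffer 50 mM citric acid/K phosphate pH 5.0, 0.01% Tween-20. 4-MU-alpha-glucoside 1 mM; 37 C x 40 min; NaOH/glycine stop; fluorescence.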
# Tau fluor cs: Counterscreen qHTS for Inhibitors of Tau Fibril Formation, Fluorescence Polarization | 280,000 compounds, 0.93% hits | AID 1463, 2008 | Potency, µM (series often up to 57.7 µM), without a hit: top-dose activity change, negative = decrease | tau K18 P301L Alexa594 fluorescence, heparin fibrillization; also: % is scaled to controls: 0 for no effect and ±100 for the full control effect; nearly all actives have a fitted effect of over 55% in size
#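 Human tau K18 P301L (15 uM unlabeled, 0.24 uM Alexa 594-labeled) in 100 mM sodium acetate pH 7 with 20 uM heparin, 6 hr at 37 C. ThT 30 uM added, 1 hr ambient; Alexa 594 FP and total fluorescence read at 555/632 nm.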
# GAA glycogen: qHTS Assay for Inhibitors and Activators of Human alpha-Glucosidase Cleavage of Glycogen | recombinant GAA, glycogen substrate, Amplex Red glucose oxidase fluorescence | 300,000 compounds, 0.38% hits | Lysosomal alpha-glucosidase (Homo sapiens), P10253 | Potency, µM (series often up to 76.4 µM), without a hit: at the top dose activity change, negative = inhibition, actives largely listed as inhibitors | AID 2100, 2009;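 also: 0% = full enzyme reaction and -100% = no-enzyme basal signal; the screen sought inhibitors and activators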
#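 Recombinant human enzyme (4 nM); glycogen substrate; 37 C, 40 min, pH 5.0. Readout: coupled glucose oxidase/Amplex Red fluorescence.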
# Tau ThT inhib: qHTS for Inhibitors of Tau Fibril Formation, Thioflavin T Binding; AID 1460, 2008; Potency, µM (top dose mostly 57.4 µM), inactives show at the top dose activity, negative = inhibition, hits mostly inhibitors; 270,000 compounds, 2.1% hits; recombinant tau K18 P301L (four-repeat tau fragment), heparin-induced fibrillization, ThT fluorescence; Microtubule-associated protein tau (Homo sapiens), P10636; also: % is scaled to controls: 0 for no effect and ±100 for the full control effect; nearly all actives have a fitted effect of over 55% in size
#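 In this qHTS, human K18 P301L tau is incubated with compound and heparin for 6 hr at 37 C, and Thioflavin T fluorescence then reports fibril load.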
# * = called active by the depositor; ? = inconclusive; . = no result given; [ ] = another dose, or the depositor's remark. Calls follow the shape of the dose curve; as a rule, active = well fitted curve in the direction sought with a large enough effect; inconclusive = small, poorly fitted or top-dose-only effect, or another doubt; inactive = no such curve, though single readings can be large; an effect the other way counts as inactive or inconclusive. Potency is read from the fitted curve at half-maximal effect.
SMILES,GAA inh,Tau fibril FP,HTT cytoprotect,aGal spleen mod,GAA spleen mod,Tau fluor cs,GAA glycogen,Tau ThT inhib
COc1ccc(S(=O)(=O)N2CCC(C(=O)N3CCCCC3)CC2)cc1Cl,-11%,-1%,0%,5%,1%,-11%,-18%,-16%
Cc1ccc(CSCC(=O)NCc2cccnc2)cc1,-2%,-7%,14%[10 µM],2%,6%,1%,12%,1%
Cc1ccc(C)c(-c2cc(C(=O)Nc3nccs3)c3ccccc3n2)c1,4%,3%,1%,2%,-10%,-25%,-4%,-17%
Oc1ccc(F)cc1-c1cc(-c2ccc3c(c2)OCCO3)n[nH]1,-2%,?,-52%[inhibitor],11%,6%,?,1%,?
NC(=O)Nc1ccc(C(=O)OCC(=O)Nc2cccc(S(=O)(=O)NC3=NCCCCC3)c2)cc1,.,8%,-9%[10 µM],3%,7%,?,7%,.
COC(=O)c1cnc(SC)nc1C,-5%,1%,-26%[10 µM],3%,0%,-3%,-2%,0%
Cn1c(SCC(=O)Nc2cccc(F)c2)nnc1-c1cc2ccccc2o1,-4%,-12%,1%,2%,2%,-8%,2%,-17%
CCCCC1C(=O)CC[C@H]2[C@@H]1CC(=O)[C@@H]2C/C=C\CCCC(=O)O (stereo partly specified),-2%[15.4 µM],8%,.,-2%,2%,-6%,1%,-20%
CCCn1c(-c2ccc(F)cc2)nc2c(NCCN3CCCCC3)nc(C)nc21,.,-5%,-16%,3%,5%,-9%,.,-5%
Cc1cc(=O)c(C(=O)O)cn1-c1ccc(C(C)C)cc1,-2%,-2%,-37%[inhibitor],-4%,-1%,5%,-4%,-2%
COCCn1c(COc2ccc(Cl)cc2)nnc1SCC(N)=O,-3%,-3%,10%[1.9 µM],-9%,-8%,-3%,2%,6%
CCOc1ccc(CNC(=O)C2CCN(C(=O)N3CC(CC)Oc4ccc(C)cc43)CC2)cc1OC (stereo unspecified),.,5%,.,.,.,-8%,11%[76.3 µM],-12%
Cc1ccc(C(=O)N/C(=C/c2ccco2)C(=O)OCN2C(=O)c3ccccc3C2=O)cc1,0%,8%,1%[10 µM],2%,-2%,-8%,10%,?
O=C(CSCc1ccccc1)N1CCN(Cc2ccc3c(c2)OCO3)CC1,1%,5%,-14%[10 µM],4%,-9%,1%,2%,-5%
O=C(CN1CCN(c2ccccc2)CC1)Nc1ccccc1Sc1ccccc1,-4%,4%,28%[10 µM],-2%,-5%,-14%,-8%,-12%
O=C(COc1ccc(Cl)cc1)NCc1nnc(SCC(=O)Nc2ccc(F)cc2F)o1,1%,4%,-15%,-7%,-1%,-14%,-5%,-2%
COc1ccccc1NC(=O)Oc1ccc(NC(=O)c2ccco2)cc1,-6%,10%,-19%,7%,3%,-4%,-15%,-11%
Cc1ccc2nc(-c3ccncc3)c(Nc3ccc(C(C)C)cc3)n2c1,.,12%,.,.,.,-15%,-9%[76.3 µM],0%
CCOC(=O)C1=NOC(CNC(=O)c2c(-c3ccccc3Cl)noc2C)C1 (stereo unspecified),-4%,11%,25%[10 µM],4%,6%,-10%,8%,-11%
COc1ccc(-c2nnc(SCC(=O)NCC3CCCO3)n2C)cc1 (stereo unspecified),-2%,3%,19%[10 µM],10%,12%,-6%,-2%,-7%
O=C(Cn1nnc(-c2ccccc2)n1)N=Nc1c(O)[nH]c2ccccc12,-2%,-13%,5%,2%,-12%,-13%,1%,-5%
COc1ccc2cc(C(=O)C3CCCN(C(=O)Cc4c(C)noc4C)C3)ccc2c1 (stereo unspecified),12%,5%,12%[10 µM],18%,1%,-8%,-10%,-12%
CCOC(=O)c1ccc(NC(=O)c2nc[nH]c2C(=O)N[C@H](C)c2ccccc2)cc1,.,?,11%[10 µM],13%,-1%,?,0%,?
CCCCN(CC)S(=O)(=O)c1c(C)[nH]c(=O)[nH]c1=O,0%,3%,-1%[10 µM],0%,-3%,6%,4%,2%
CCn1c(=O)c2cc(C(=O)N(C)c3ccc(OC)cc3OC)sc2c2ccccc21,-4%[15.4 µM],2%,-4%[10 µM],1%,0%,-6%,-13%,-7%
Cc1cc(-n2c(C)cc(C(=O)COc3ccccc3[N+](=O)[O-])c2C)no1,0%,4%,-5%,-18%,2%,-1%,10%,-11%
COC(CNC(=O)C1CCCCC1C(=O)O)OC (stereo unspecified),-20%,6%,.,-4%,0%,17%,-4%,13%
O=C(NCCN1CCN(Cc2ccccc2)CC1)Nc1cc(Cl)cc(Cl)c1,.,?,-10%[10 µM],4%,-2%,-27%,4%,-5%
COc1ccc(-c2cc3ccccc3oc2=O)cc1NC(=O)c1cccnc1,?,3%,-44%[inhibitor],-6%,-4%,-14%,10%,-19%
O[C@H](CCCN1CCN(c2ncc(F)cn2)CC1)c1ccc(F)cc1,.,-5%,?,-3%,?,-15%,.,-17%
Brc1ccc(-c2csc(N/N=C/c3cccnc3)n2)cc1,0%,3%,1%[10 µM],-6%,2%,?,?,?
COc1cccc(Oc2nnnn2-c2ccccc2)c1,1%,-7%,-27%,-8%,-6%,-17%,0%,-15%
Cn1c(SCc2nn[nH]n2)nc2c1c(=O)n(Cc1ccccc1Cl)c(=O)n2C,4%,2%,-11%[0.074 µM],-6%,-3%,1%,-2%,-2%
COc1ccc(CNC(=O)CCCn2nc([N+](=O)[O-])cc2C)cc1,-3%,9%,-97%[inhibitor][10 µM],-6%,-6%,4%,-13%,-2%
Cc1ccc2c(c1)C(=O)C(=O)N2CC(=O)Nc1ccccc1NC(=O)c1ccccn1,.,-5%,-1%[10 µM],-3%,0%,-7%,-1%,.
COc1ccc(CSc2nc(CSC)cc(N3CCOCC3)n2)cc1,-8%,-5%,-12%,2%,-4%,-19%,-8%,-8%
O=[N+]([O-])c1ncccc1Oc1nc(-c2cccnc2)nc2ccccc12,4%,?,21%[10 µM],6%,7%,-18%,-6%,-18%
Cc1cc(=O)n(CC(C)C)c(O)c1C#N,1%,-13%,2%[10 µM],-6%,-2%,-13%,0%,?
COc1ccc(NC(=O)c2ccc(=O)[nH]c2)cc1S(=O)(=O)N1CCCCC1,14%,5%,22%[10 µM],4%,9%,12%,7%,5%
CC(=O)Nc1nc(=O)c2ccccc2s1,-10%,2%,-6%[10 µM],6%,0%,4%,1%,-6%
O=c1c2ccccc2ncn1CCCCOc1ccc(Br)cc1,2%,5%,-23%,2%,-9%,-15%,22%,-9%
COc1cc(NC(=O)Cc2ccccc2)ccc1NC(=O)c1ccco1,-7%,6%,-4%,8%,0%,-3%,7%,-7%
CCOC(=O)CSC(=S)NC(=O)c1ccc(OC)cc1,0%,-8%,27%[10 µM],-5%,-9%,0%,-5%,?
COCCCn1c(SCC(=O)NCc2ccccc2)nc2ccccc2c1=O,0%,-7%,0%[10 µM],1%,-7%,-7%,-3%,-3%
Cc1cc(C)nc(SCc2cn3ccccc3n2)n1,.,-7%,-23%[10 µM],6%,8%,-13%,9%,-15%
Cc1sc(NC(=O)Cn2c(=O)oc3ccccc32)nc1-c1ccc(Cl)cc1,6%,-10%,31%[10 µM],2%,-5%,-29%,14%,-13%
CC(=O)Nc1ccc(N2CCN(c3ccc(C(F)(F)F)cn3)CC2)nc1,-1%,-2%,-2%[10 µM],2%,0%,-16%,9%,?
C#CCNC(=O)C1=C[C@H](c2ccc3c(c2)OCO3)C[C@H](OCc2ccc(CO)cc2)O1,.,-3%,16%[10 µM],6%,-6%,-5%,6%,-6%

# Structures above that have a Cl atom, in the order listed:
SMILES,GAA inh,Tau fibril FP,HTT cytoprotect,aGal spleen mod,GAA spleen mod,Tau fluor cs,GAA glycogen,Tau ThT inhib
COc1ccc(S(=O)(=O)N2CCC(C(=O)N3CCCCC3)CC2)cc1Cl,-11%,-1%,0%,5%,1%,-11%,-18%,-16%
COCCn1c(COc2ccc(Cl)cc2)nnc1SCC(N)=O,-3%,-3%,10%[1.9 µM],-9%,-8%,-3%,2%,6%
O=C(COc1ccc(Cl)cc1)NCc1nnc(SCC(=O)Nc2ccc(F)cc2F)o1,1%,4%,-15%,-7%,-1%,-14%,-5%,-2%
CCOC(=O)C1=NOC(CNC(=O)c2c(-c3ccccc3Cl)noc2C)C1 (stereo unspecified),-4%,11%,25%[10 µM],4%,6%,-10%,8%,-11%
O=C(NCCN1CCN(Cc2ccccc2)CC1)Nc1cc(Cl)cc(Cl)c1,.,?,-10%[10 µM],4%,-2%,-27%,4%,-5%
Cn1c(SCc2nn[nH]n2)nc2c1c(=O)n(Cc1ccccc1Cl)c(=O)n2C,4%,2%,-11%[0.074 µM],-6%,-3%,1%,-2%,-2%
Cc1sc(NC(=O)Cn2c(=O)oc3ccccc32)nc1-c1ccc(Cl)cc1,6%,-10%,31%[10 µM],2%,-5%,-29%,14%,-13%

# Bioassay records deposited in PubChem BioAssay by National Center for Advancing Translational Sciences (NCATS).
